NPY-Y1 PAM-ag: NPY-Y1 receptor potentiators or agonists, primary screen, cell-based; NPY-Y1 expressing cells, potentiator/agonist activation; activation, % at 3.6 µM; 220,000 tested, 0.37% active; AID 1304, 2008; in the data active = activation above about 33%, passing the limit was not always enough;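 also: cells stimulated with NPY at EC10 then isoproterenol at EC100; 0% = low agonist plus stimulus and 100% = saturating agonist plus stimulus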
Target sequence (P25929 whole entry, looked up): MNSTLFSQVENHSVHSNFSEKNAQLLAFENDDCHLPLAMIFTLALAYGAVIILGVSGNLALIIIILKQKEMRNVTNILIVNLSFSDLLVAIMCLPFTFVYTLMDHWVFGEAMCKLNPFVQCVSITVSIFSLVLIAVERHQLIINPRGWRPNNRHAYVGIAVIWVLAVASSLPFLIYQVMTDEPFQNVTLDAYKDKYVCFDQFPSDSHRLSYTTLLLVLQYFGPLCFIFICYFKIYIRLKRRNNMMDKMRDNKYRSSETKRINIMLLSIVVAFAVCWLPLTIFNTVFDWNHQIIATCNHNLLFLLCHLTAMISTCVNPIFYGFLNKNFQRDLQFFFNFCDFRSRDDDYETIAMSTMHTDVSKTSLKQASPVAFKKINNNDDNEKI
PPC-1+TRAIL kill: compounds killing PPC-1 cancer cells with TRAIL present, primary screen, TRAIL potentiator project, ATPLite luminescence, uHTS | PPC-1 cells + TRAIL, ATPLite viability luminescence | cell killing (% activity), % at 4 µM | 220,000 tested, 0.41% active;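 active = cell killing above 50% in the first pass at 4 µM, then a duplicate retest at 5 µM averaging 50% or more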;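 also: plate controls were cells with TRAIL plus DMSO for no effect and medium-only wells lacking cells for full effect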
zfTRPN1 agonist: zebrafish TRPN1 channel agonists, primary screen, cell-based, HEK293, calcium fluorescence | transient receptor potential cation channel N1 (TRPN1/NompC), Danio rerio | HEK293 zebrafish TRPN1-YFP, Fluo-8 calcium fluorescence; 100% = response to 87 µM carbachol | activation, % at 3 µM | 220,000 tested, 0.18% active | AID 1424, 2008;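 active = activation above its plate's cutoff, the mean activation of test wells on that plate plus 3 SD, cut at about 19% in these data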;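 also: 0% = DMSO alone and 100% = 87 µM carbachol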
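Material – zebrafish TRPN1-YFP in HEK293 cells · Doses – 3 µM single point · Schedule – dye 1 h 37 °C plus 30 min RT · Signal – Fluo-8 calcium fluorescence, excitation 470-495 nm, emission 515-575 nm · Read-out – % activation versus carbachol response · Control set – carbachol high, DMSO low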
14-3-3 Bad inh: inhibitors of 14-3-3 zeta/Bad binding, primary screen, biochemical, TR-FRET, bovine 14-3-3 zeta | inhibition, % at 21.7 µM | 220,000 tested, 0.71% active | 14-3-3 protein zeta/delta (Bos taurus), P63103 | TR-FRET 14-3-3zeta/Dy647-pBad peptide displacement, 1 h;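 active = inhibition above about 70%, limit read from the data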;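 also: 0% = full 14-3-3 plus peptide FRET controls and 100% = background without 14-3-3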
EP2 antag: human EP2 receptor antagonists, primary screen, TR-FRET cAMP, C6 glioma cells | Prostaglandin E2 receptor EP2 subtype (Homo sapiens), P43116 | C6 glioma cells expressing human EP2; cells stimulated with saturating PGE2 | inhibition, % at 25 µM | 260,000 tested, 0.52% active | AID 1422, 2008;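 active = percent inhibition above 40 after rounding to a whole number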;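 also: rat C6 glioma host cells with rolipram phosphodiesterase inhibitor present; the protocol text gives 20 µM as final concentration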
NPY-Y1 antag: NPY-Y1 receptor antagonists, primary screen, cell-based | Neuropeptide Y receptor type 1 (Homo sapiens), P25929 | HEK293-CNG Y1 cells, membrane potential fluorescence; NPY at EC95, then isoproterenol | inhibition, % at 3.6 µM | 200,000 tested, 1% active;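 active = inhibition above the campaign mean inhibition of all tested compounds plus 3 SD, cut at about 20% in these data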;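 also: 0% = DMSO wells given NPY plus isoproterenol and 100% = isoproterenol alone without NPY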
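Test system – HEK293 Y1/CNG channel cell line · Also added – NPY agonist 25 nM, then isoproterenol 1 µM plus Ro 20-1724 25 µM · Compound dosing – one concentration, 3.6 µM, in 0.4% DMSO · Schedule – compound incubation 1 h at room temperature, readout 45 min post-stimulation · Technique – fluorescence, membrane potential probe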
EP2 modulator: EP2 receptor modulators, cAMP readout, primary screen, cell-based, HTRF cAMP, PGE2 stimulation | EP2-expressing cells, cAMP HTRF FRET, PGE2 co-stimulation | induction, % at 25 µM | 260,000 tested, 0.83% active | AID 940, 2007;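 active = compounds whose cAMP rise, as percent of the full-agonist control response, exceeds 60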;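 also: rat C6 glioma line stably carrying human EP2 under a CMV promoter; the protocol text gives 20 µM as final concentration; 100% = response of wells given 1 µM PGE2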
CHOP inhibitor: inhibitors of CHOP promoter induction, primary screen, cell-based, unfolded protein response, luciferase reporter | CHO-K1 CHOP-promoter luciferase, tunicamycin-induced, 15-18 h | inhibition, % at 10 µM | 220,000 tested, 3.8% active | AID 2732, 2010;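 active = compounds that reduced the stress-induced luciferase reporter signal by more than about 70% of percent inhibition, limit read from the data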;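 also: 0% = tunicamycin plus vehicle and 100% = wells without tunicamycin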
TRPML3 agonist: human TRPML3 channel agonists, primary screen, cell-based, HEK293 TRPML3-YFP, Fluo-8 calcium fluorescence, 3 µM | Mucolipin-3 (Homo sapiens), Q8TDD5 | 100% = the carbachol control signal | activation, % at 3 µM | 220,000 tested, 0.29% active | AID 1448, 2008;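 active = activation above its plate's cutoff, the mean activation of the plate's test wells plus 3 SD, cut at about 12% in these data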;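 also: 0% = DMSO only wells and 100% = carbachol wells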
Target sequence (Q8TDD5 whole entry, looked up): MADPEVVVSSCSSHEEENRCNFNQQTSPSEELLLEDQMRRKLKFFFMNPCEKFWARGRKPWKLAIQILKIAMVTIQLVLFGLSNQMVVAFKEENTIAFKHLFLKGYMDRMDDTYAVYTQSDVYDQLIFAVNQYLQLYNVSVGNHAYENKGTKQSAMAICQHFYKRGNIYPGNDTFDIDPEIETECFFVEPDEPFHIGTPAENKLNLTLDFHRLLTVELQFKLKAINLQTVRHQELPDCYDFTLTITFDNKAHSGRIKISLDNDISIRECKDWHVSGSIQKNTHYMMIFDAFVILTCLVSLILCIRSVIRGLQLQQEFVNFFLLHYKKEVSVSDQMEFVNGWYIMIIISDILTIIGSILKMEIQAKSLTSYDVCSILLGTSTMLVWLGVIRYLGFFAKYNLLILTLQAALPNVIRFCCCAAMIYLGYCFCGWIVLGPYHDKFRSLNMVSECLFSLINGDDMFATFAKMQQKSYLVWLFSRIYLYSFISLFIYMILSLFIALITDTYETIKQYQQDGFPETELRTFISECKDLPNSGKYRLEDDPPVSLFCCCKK
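system = HEK293 cells stably carrying human TRPML3-YFP | doses = one concentration, 3 µM nominal, 0.3% DMSO | timing = dye loading 1 h 37 °C then 30 min ambient, 125 s read | detection = Fluo-8 calcium dye fluorescence, ex 470-495, em 515-575 nm | benchmarks = high control carbachol 87 µM, low control DMSO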
* = called active by the depositor; / = not tested or not shown; & = joins results of further samples; [ ] = remark or other dose.

SMILES | NPY-Y1 PAM-ag | PPC-1+TRAIL kill | zfTRPN1 agonist | 14-3-3 Bad inh | EP2 antag | NPY-Y1 antag | EP2 modulator | CHOP inhibitor | TRPML3 agonist
COc1ccc(OCCCc2c(C)n[nH]c2C)cc1 | -2 | 0 | 3.6 | 69 | / | 0 | -31 | 34 | 0.9
N#Cc1c(Nc2ccccc2)c(/C=N/N=C/c2ccccc2)c[nH]c1=O | -16 | 26 | -3.7 | 1[fluorescence artefact?] | 8 | 1 | -20 | -1 | 0.6
N=c1sccn1CC(=O)Nc1cc(S(=O)(=O)N2CCCCC2)ccc1Cl | 4 | 9 | -0.9 | -5 | 7 | / | -12 | 10 | 0.1
COc1ccc(S(=O)(=O)N2CCCC2C(=O)Nn2cnnc2)cc1 (configuration not stated) | -2 | -22 | 0.9 | -2 | 0&14 | 1 | -2&-4 | 8 | 0.6
COCCNC(=O)c1ccc(N2CCCCC2)c(NS(=O)(=O)c2ccc(C)cc2)c1 | 6 | -15 | -1.5 | 0 | 17 | -1 | -1 | 41 | -0.2
COc1ccc(CN(C)C(C)C(=O)Nc2ccc([N+](=O)[O-])cc2Cl)cc1OC (configuration not stated) | -10 | 24 | 2.4 | 6 | 12 | 0 | -10 | 43 | 0.8
CCOC(=O)c1nc(C)sc1-c1ccnn1S(=O)(=O)c1ccccc1C(F)(F)F | 2 | -2 | -1.5 | -2 | 8 | / | -19 | 30 | -1.0
CCC(=O)NC(=S)Nc1ccc(NC(=O)c2ccc(Br)o2)cc1 | -5 | 0 | -1.3 | 17 | 9 | 2 | -22 | 4 | -0.2
NNc1ccc(Cc2ccc(Cl)cc2Cl)nn1 | 1 | 6 | -0.8 | -23 | 8 | 5 | -2 | 19 | -0.3
C#Cc1ccc([C@H]2C=C(C(=O)NCc3ccccc3)O[C@@H](OCC)[C@@H]2CCCO)cc1 | 5 | 1 | 1.6 | 4 | 17 | -4 | 33 | 7 | -0.2
COc1ccc(-c2cc(=O)n(-c3ccc([N+](=O)[O-])cc3)[nH]2)cc1 | 1 | -13 | 1.1 | -1 | 4 | 4 | -13 | 12 | 0.1
COC(=O)Cc1c(C)nc2nc(NCc3c(F)cccc3Cl)[nH]n2c1=O | -16 | 29 | 0.1 | 5[fluorescence artefact?] | 16 | 15 | -4 | -17 | 0.0
O=C(NC1CCN(Cc2ccccc2)CC1)C1CCN(S(=O)(=O)c2cccc3nsnc23)CC1 | 6 | 14 | 2.4 | -8 | 18 | -1 | 8 | 38 | 0.5
Nc1c(Cl)ncnc1NCCc1ccc(O)cc1 | 4 | 5 | 8.3 | -1 | 11 | / | -24 | 33 | 4.0
COc1cc(/C=C(\C#N)c2nc3ccccc3[nH]2)cc(Br)c1OCc1ccccc1 | -28 | 36 | 1.4 | 17 | 15 | -7 | -22 | 46 | 0.6
N#CC(Cc1ccccc1OC(F)F)c1nc2ccccc2[nH]1 (configuration not stated) | -14 | 21 | -0.4 | -6 | 4 | 3 | 5 | 24 | 0.2
Cc1ccc(-c2cc(C#N)c(=O)n(Cc3c(Cl)cccc3Cl)c2)cc1 | 7 | 23 | -1.9 | 11[fluorescence artefact?] | 2 | 0 | 13 | 55 | 1.2
Cc1cccc(C(=O)O/N=C(\N)Cc2ccc([N+](=O)[O-])cc2)c1 | 9 | 15 | -0.7 | 1[fluorescence artefact?] | 5 | 5 | -33 | 47 | 0.1
COc1cc(C(=O)Nc2nc(OC)c(-c3ccccc3)c(OC)n2)cc(OC)c1OC | -8 | -28 | 4.0 | -1 | 8 | -5 | -5 | 34 | -0.3
COc1ccc(C)c(-n2c(N)cc(=O)n(Cc3ccccc3)c2=O)c1 | 15 | 10 | 1.8 | -4 | 9 | / | -2 | 3 | 0.8
O=C(NCc1ccco1)C1CCCCN1S(=O)(=O)c1ccc(F)cc1 (configuration not stated) | -15 | 3 | -0.2 | 0 | 12 | 8 | 3 | 16 | 0.4
CC1=CC(=O)C=CC1(C)C(Cl)Cl (configuration not stated) | -1 | -1 | -1.1 | -8 | 10 | 1 | 10 | 6 | 1.3
Cc1ccc(C(=O)/C=C/Nc2ccccc2C(N)=O)o1 | -7 | 0 | 1.1 | -6 | 5 | 6 | -23 | 0 | 0.1
C[C@@H](O)C1NC(=O)[C@H](CCCCN)NC(=O)c2cc([N+](=O)[O-])cc(I)c2NCCC[C@@H](C(N)=O)NC1=O (some centres not stated) | 6 | 19 | 0.0 | 3[fluorescence artefact?] | 18 | -2 | -18 | -9 | 0.5
C=CCn1c(SCC(=O)Nc2cc(C)on2)nc2sc(C)c(C)c2c1=O | -3 | 12 | -0.2 | 12[fluorescence artefact?] | / | -1 | 10 | 32 | 0.1
O=C(NCc1ccco1)c1c[nH]c2ccc(S(=O)(=O)N3CCOCC3)cc2c1=O | -19 | 11 | 1.8 | -1 | 1 | -3 | 5 | 17 | 1.1
COC(=O)c1sc(S(=O)(=O)N2CCC(C(N)=O)CC2)c(C(=O)OC)c1C | 3 | 10 | 0.8 | 5 | 10 | 3 | 17 | 14 | 0.3
COc1cc2c(cc1NC(=O)c1ccccc1F)CCCC2 | -49 | 22 | -0.5 | 11 | 7 | 11 | 41 | -47 | 0.2
Cc1cc2c(c(Sc3ccccc3)n1)C(=O)OC2 | 13 | -23 | 1.1 | -1[fluorescence artefact?] | 4 | 0 | 37 | 24 | 0.7
CS(=O)(=O)N(Cc1ccc(Cl)cc1)c1ccc(C(=O)N/N=C/c2cc3ccccc3nc2Cl)cc1 | 8 | -16 | 1.0 | 0 | 10 | 2 | 9 | 13 | 0.7
O=C(Nc1csc([N+](=O)[O-])c1)Nc1c(Cl)cccc1Cl | -29 | 0 | 6.3 | -4 | 10 | / | -37 | 2 | 1.2
COc1ccc(OCC(O)Cn2c(Nc3ccccc3)nc3c2c(=O)n(C)c(=O)n3C)cc1 (configuration not stated) | -13 | 12 | 0.5 | 6[fluorescence artefact?] | 17 | -6 | -6 | 26 | 0.2
CCOC(=O)CSc1ccc2nnc(CCNS(=O)(=O)c3ccccc3)n2n1 | -9 | 6 | -0.2 | 83* | 3 | -1 | -5 | 10 | 0.2
CSc1nnc(NC(=O)CCc2ccccc2)s1 | -8 | 1 | -0.3 | 29[fluorescence artefact?] | 4 | 4 | 4 | 23 | -0.5
CS(=O)(=O)N1CCN(c2ccc([N+](=O)[O-])c(N3CCOCC3)c2)CC1 | 20 | 5 | 0.2 | 14 | / | 0 | -6 | 18 | 0.8
O=C(CCc1ccc(S(=O)(=O)N2CCOCC2)cc1)NCCCN1CCCC1=O | -12 | 11 | 0.6 | 0[fluorescence artefact?] | 6 | 0 | 7 | 15 | 0.3
CCOc1ccc(NC(=O)C2CCC(N3C(=O)C4CC=CCC4C3=O)CC2)cc1 (configuration not stated) | 13 | 2 | -0.2 | -17 | 9 | -2 | 9 | 19 | 0.7
CCCc1nc2ccccc2c(=O)n1/N=C/c1ccc(O)c(O)c1 | -3 | -2 | 1.4 | -13 | 17 | 5 | 9 | 37 | -0.3
C#CCSc1nc(-c2ccccc2)cc(C(F)(F)F)c1C#N | -32 | 26 | -0.6 | -9 | 6 | 16 | -2 | 68 | 0.5
CC(C)c1nnc(NC(=O)c2ccc3c(c2)OCO3)s1 | 3 | 36 | 2.1 | -3 | 10&7 | 3 | -20&7 | 28 | 0.6
O=C(O)CCC(=O)NC(c1ccccc1)c1ccccc1 | 6 | 22 | 0.1 | -2 | 6 | 12 | 37 | 1 | 0.4
NS(=O)(=O)c1ccc(N2C(=O)C3CC=CCC3C2=O)cc1 (configuration not stated) | -4 | 1 | 1.3 | 2 | -1 | -2 | -10 | 5 | 1.6
CCCNC(=O)COC(=O)/C=C/c1ccc2c(c1)OCO2 | -15 | 25 | -0.3 | -7[fluorescence artefact?] | 8 | 9 | -21 | 1 | 1.0
CN(C)CCNC(=S)Nc1ccc(-c2nc3ccccc3[nH]2)cc1 | 14 | 42 | 0.9 | -3 | 8 | 5 | -99 | 4 | 0.8
CCN(CC)S(=O)(=O)c1cccc(NC(=O)COC(=O)CNC(=O)c2cccc(F)c2)c1 | 16 | -24 | 3.9 | 6 | 2 | / | 15 | 9 | 0.8
Cn1c(-c2ccc3c(c2)OCO3)cnc1NCc1cccc(O)c1 | -5 | -2 | 0.6 | 13 | 6 | 1 | -20 | 8 | 0.0
Cc1ccccc1N=Cc1cc2c(cc1O)OC(N)=C(C#N)C2c1ccccc1 (configuration not stated) | 14 | -11 | 1.3 | -25 | 16 | 1 | 5 | 89* | 2.0
CCc1ccccc1N(C)C(=O)CCc1nc(-c2ccc(C)cc2)no1 | -10 | 17 | -1.7 | -9 | 8 | 3 | 21 | 77* | -0.3
COc1ccc(OCC(=O)N/N=C2\CCCc3ccccc32)cc1 | 3 | 8 | -0.7 | 6[fluorescence artefact?] | 6 | 7 | 0 | -1 | 0.5
O=S1(=O)[C@H]2CC3O[C@]2(C[C@@H]3c2ccc(F)cc2)CN1Cc1ccc(Cl)cc1 | / | 11 | / | -6 | 10 | / | -34 | 9 | /

Next part
SMILES | NPY-Y1 PAM-ag | PPC-1+TRAIL kill | zfTRPN1 agonist | 14-3-3 Bad inh | EP2 antag | NPY-Y1 antag | EP2 modulator | CHOP inhibitor | TRPML3 agonist
O=C(CSc1nc(O)c(Cc2ccccc2)c(=O)[nH]1)c1ccccc1 | -10 | 7 | -2.6 | -6 | 12 | / | -23 | 8 | 0.1
Cc1ccc(SCCNC(=O)/C=C/c2ccc([N+](=O)[O-])cc2)cc1 | -45 | -1 | 1.1 | 3 | 17 | 6 | -84 | 21 | 0.9
CC(C)Cc1cc(C(=O)Nc2ccc(F)cc2F)no1 | 6 | 3 | -1.0 | 9 | 10 | 0 | 6 | -16 | 0.2
N=c1c2c(-c3ccccc3)c(-c3ccccc3)oc2ncn1Cc1ccco1 | -43 | 12 | 0.3 | -10 | 14 | 25* | 36 | 92* | 0.8

High-throughput results as filed in PubChem.

Not all compounds are listed. The share of hits here may be higher or lower than overall.
